OPRM1-OPRD1 ag: OPRM1-OPRD1 heterodimerization agonism. AID 504326. P35372+P41143. 340,000 tested, 0.3% active. cells, luminescence. activation, % at 9.3 µM; in the data active = activation above about 18%;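 note: 0% = vehicle-treated cells and 100% = reference agonist; values of inactives mirror those of a sister screen read the other way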
Cardiac RTF inh: cardiac RTF calcium desensitization; inhibition, % at 7.15 µM; 340,000 tested, 0.12% active; IANBD-labeled cardiac RTF, Ca2+ fluorescence; P19429+P45379;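 active = inhibition above the mean inhibition of all tested compounds plus 3 SD, cut at about 17% in these data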;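 note: assay run at fixed EC70 calcium of 1.6 mM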
CAL-PDZ inh HTS: blocks peptide binding to the human CAL PDZ domain; Q9HD26; purified CAL PDZ, TMR-peptide fluorescence polarization, 1 h; inhibition, % at 24.9 µM; 300,000 tested, 0.92% active;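 active = mean inhibition of at least 30% with at least half of replicates also reaching 30%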;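 note: 0% = DMSO neutral control and 100% = excess unlabeled competitor peptide PRC23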
HTR5A ag: counter-screen for OPRM1-OPRD1 agonists: human HTR5A agonism. P47898. HTR5A agonist assay, luminescence, cell-based. activation, % at 9.3 µM. 340,000 tested, 0.61% active; in the data active = activation mostly above about 9.5%, no sharp cut-off; inactive = mostly below about 7.6%;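 note: 0% = cells with vehicle only and 100% = reference agonist; strong numbers were not always called active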
Target sequence (P47898 whole entry, looked up): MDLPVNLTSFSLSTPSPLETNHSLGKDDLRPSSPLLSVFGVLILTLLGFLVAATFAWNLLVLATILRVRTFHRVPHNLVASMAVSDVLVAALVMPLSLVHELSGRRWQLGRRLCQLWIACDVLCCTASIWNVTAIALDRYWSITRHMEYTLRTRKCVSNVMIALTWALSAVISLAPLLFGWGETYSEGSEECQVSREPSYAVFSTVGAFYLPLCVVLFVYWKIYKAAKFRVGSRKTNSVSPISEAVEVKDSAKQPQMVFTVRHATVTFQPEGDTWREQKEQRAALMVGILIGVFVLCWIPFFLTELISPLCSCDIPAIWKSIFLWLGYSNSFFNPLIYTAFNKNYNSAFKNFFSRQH
Keap1 Nrf2 FP: disrupts human Keap1 binding to Nrf2 peptide; Q14145; AID 504523; 340,000 tested, 0.15% active; Keap1 Kelch-Nrf2 peptide fluorescence polarization, 1536-well; inhibition, % at 9.4 µM; in the data active = inhibition above about 12%;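 note: human Keap1 Kelch domain with fluorescein labeled Nrf2 9mer peptide probe; 0% = neutral control wells and 100% = peptide positive control; higher means more block of Keap1 binding to Nrf2 peptide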
Target sequence (Q14145 whole entry, looked up, the tested form may be a part): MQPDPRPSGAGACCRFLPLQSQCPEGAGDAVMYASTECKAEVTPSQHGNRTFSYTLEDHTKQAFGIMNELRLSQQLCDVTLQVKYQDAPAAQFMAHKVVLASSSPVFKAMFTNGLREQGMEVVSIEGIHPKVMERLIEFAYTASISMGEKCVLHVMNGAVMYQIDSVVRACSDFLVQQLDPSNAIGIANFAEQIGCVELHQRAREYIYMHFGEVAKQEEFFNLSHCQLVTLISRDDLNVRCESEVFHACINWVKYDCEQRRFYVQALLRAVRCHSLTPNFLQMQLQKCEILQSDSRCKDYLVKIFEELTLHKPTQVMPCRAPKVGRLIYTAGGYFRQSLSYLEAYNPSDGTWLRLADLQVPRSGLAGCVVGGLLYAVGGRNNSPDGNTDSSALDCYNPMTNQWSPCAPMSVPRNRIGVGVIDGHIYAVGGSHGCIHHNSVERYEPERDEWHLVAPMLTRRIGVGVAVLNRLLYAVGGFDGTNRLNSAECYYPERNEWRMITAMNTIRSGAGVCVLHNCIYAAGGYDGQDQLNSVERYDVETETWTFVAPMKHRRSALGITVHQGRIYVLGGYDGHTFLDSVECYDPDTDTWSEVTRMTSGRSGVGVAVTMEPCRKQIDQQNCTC
V-ATPase pH: alters yeast V-ATPase proton transport | response, % at 10 µM | S. cerevisiae, pHLuorin cytosolic pH fluorescence | AID 504577 | 350,000 tested, 0.37% active; in the data active = response mostly above about 7.3%, no sharp cut-off; inactive = mostly below about 5.4%; note: actives read high; inactives centre near 0; some compounds called inactive have numbers as strong as hits; reference of the scale not given here
LANA DNA inh: KSHV C-LANA DNA binding inhibition | AID 504423 | MBP-C-LANA/FAM-LBS DNA binding, fluorescence polarization | inhibition, % at 9 µM | 340,000 tested, 0.078% active;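 active = highest replicate inhibition at or above 60% at 9 µM, even if other replicates fall short; inactive = all replicates below 60% inhibition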;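 note: 0% = neutral control wells and 100% = 4 µM acridine orange control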
HTR5A inv ctr: inverse agonist of human HTR5A in OPRM1-OPRD1 counter-screen. P47898. HTR5A cell line, luminescence, inverse agonism. inhibition, % at 9.3 µM. 340,000 tested, 0.083% active; in the data active = inhibition mostly above about 23%, no sharp cut-off; inactive = mostly below about 18%;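 note: 0% = cells with DMSO and 100% = no-cell wells with DMSO; some compounds called inactive have numbers as strong as hits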
MOR-DOR inv ag: inverse agonist of human OPRM1-OPRD1 heterodimerization; 340,000 tested, 0.21% active; AID 504357; P35372+P41143; cell-based MOR-DOR heterodimer luminescence, inverse agonism; inhibition, % at 9.3 µM; in the data active = inhibition above about 22%, passing the limit was not always enough;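 note: 0% = cells with DMSO and 100% = wells without cells with DMSO; values of inactives mirror those of a sister screen read the other way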
cardiac RTF act: increases calcium sensitivity of human cardiac regulated thin filaments; AID 493008; 340,000 tested, 0.24% active; P19429+P45379; IANBD-labeled TnC RTF fluorescence at EC20 calcium; 0% EC20 calcium, 100% full calcium; activation, % at 7.2 µM;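 active = activation above the mean over all tested compounds plus 3 SD, cut at about 30% in these data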;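 note: rise in fluorescence read as greater calcium sensitivity of cardiac thin filaments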
Starred values were filed as active, the others as inactive; · = no result given. Rows were taken by chance; 2.8% or so of the library scored in one or more.

SMILES	OPRM1-OPRD1 ag	Cardiac RTF inh	CAL-PDZ inh HTS	HTR5A ag	Keap1 Nrf2 FP	V-ATPase pH	LANA DNA inh	HTR5A inv ctr	MOR-DOR inv ag	cardiac RTF act
CC1CC(C)CN(C(=O)CCNC(=O)c2ccccc2Cl)C1 (configuration not stated)	-0.2	1	1	0	4	5	0.8	-14	1	-2
O=[N+]([O-])c1ccccc1S(=O)(=O)N1CCCc2ccccc21	0.3	-9	-2	-2	-6	-1	0.1	8	-1	-5
O=C(c1ccc(S(=O)(=O)c2ccccc2Cl)c([N+](=O)[O-])c1)N1CCN(Cc2ccccc2)CC1	8.7	-21	2	9	-6	-1	1.3	-24	-54	3
CCCCC(=O)Nc1nc(-c2ccc(S(=O)(=O)N3CCOCC3)cc2)cs1	0.2	6	-16	-3	1	1	0.2	-21	-2	-7
CC(CNC(=O)CCn1ccc2cc(S(=O)(=O)N3CCCC3)ccc21)c1ccccc1 (configuration not stated)	-0.9	-7	2	0	0	-1	-0.3	0	5	-4
O=C(O)CCN1C(=O)NC2(CCCC2)C1=O	-4.2	-9	-2	4	-1	-2	1.2	-20	22	-4
CC(=O)N(C)Cc1ccc(C(=O)CCl)cc1	-2.1	-16	-4	-3	-7	-2	0.5	8	10	6
COc1ccc(-c2csc(/C=C/c3ccc4c(c3)OCO4)n2)cc1OC	0.7	0	-1	2	0	-2	1.5	-8	-4	0
COc1ccc(C2C(=O)c3ccccc3C2=O)cc1OC	-1.5	-3	-2	-3	-1	1	0.5	6	7	0
COc1ccc(CCC2CCNCC2)cc1	-3.6	4	-1	-2	-1	-1	-0.8	8	16	2
CN(C(=O)CCS(=O)(=O)c1cc2c(cc1Cl)NC(=O)CO2)C1CCCCC1	0.4	-6	·	9	-8	2	-1.3	-28	-2	4
COc1cc(SC)ccc1C(=O)Nc1cccc(S(=O)(=O)NC2=NCCCCC2)c1	-3.6	-3	-3	-7	0	-4	2.2	18	19	-6
COc1ccc(NC(=O)C(=O)NCCO)cc1Cl	0.5	1	2	15*	-2	8	-3.3	-13	-3	-4
c1ccc(-c2cn(C[C@H]3CC[C@@H]([C@@H]4CC[C@H](Cn5cc(-c6ccccc6)nn5)O4)O3)nn2)cc1	2.0	-11	-6	1	-3	3	3.0	-4	-12	1
CC(=O)N(CCc1ccccc1)Cc1cc2ccc(C)c(C)c2[nH]c1=O	0.0	-12	-3	-2	-4	0	1.4	21	0	10

An excerpt taken from the entries so far:
SMILES	OPRM1-OPRD1 ag	Cardiac RTF inh	CAL-PDZ inh HTS	HTR5A ag	Keap1 Nrf2 FP	V-ATPase pH	LANA DNA inh	HTR5A inv ctr	MOR-DOR inv ag	cardiac RTF act
CC1CC(C)CN(C(=O)CCNC(=O)c2ccccc2Cl)C1 (configuration not stated)	-0.2	1	1	0	4	5	0.8	-14	1	-2
O=[N+]([O-])c1ccccc1S(=O)(=O)N1CCCc2ccccc21	0.3	-9	-2	-2	-6	-1	0.1	8	-1	-5
O=C(c1ccc(S(=O)(=O)c2ccccc2Cl)c([N+](=O)[O-])c1)N1CCN(Cc2ccccc2)CC1	8.7	-21	2	9	-6	-1	1.3	-24	-54	3
CCCCC(=O)Nc1nc(-c2ccc(S(=O)(=O)N3CCOCC3)cc2)cs1	0.2	6	-16	-3	1	1	0.2	-21	-2	-7
CC(CNC(=O)CCn1ccc2cc(S(=O)(=O)N3CCCC3)ccc21)c1ccccc1 (configuration not stated)	-0.9	-7	2	0	0	-1	-0.3	0	5	-4
O=C(O)CCN1C(=O)NC2(CCCC2)C1=O	-4.2	-9	-2	4	-1	-2	1.2	-20	22	-4
CC(=O)N(C)Cc1ccc(C(=O)CCl)cc1	-2.1	-16	-4	-3	-7	-2	0.5	8	10	6
COc1ccc(-c2csc(/C=C/c3ccc4c(c3)OCO4)n2)cc1OC	0.7	0	-1	2	0	-2	1.5	-8	-4	0
COc1ccc(C2C(=O)c3ccccc3C2=O)cc1OC	-1.5	-3	-2	-3	-1	1	0.5	6	7	0
COc1ccc(CCC2CCNCC2)cc1	-3.6	4	-1	-2	-1	-1	-0.8	8	16	2
CN(C(=O)CCS(=O)(=O)c1cc2c(cc1Cl)NC(=O)CO2)C1CCCCC1	0.4	-6	·	9	-8	2	-1.3	-28	-2	4
COc1cc(SC)ccc1C(=O)Nc1cccc(S(=O)(=O)NC2=NCCCCC2)c1	-3.6	-3	-3	-7	0	-4	2.2	18	19	-6
COc1ccc(NC(=O)C(=O)NCCO)cc1Cl	0.5	1	2	15*	-2	8	-3.3	-13	-3	-4
c1ccc(-c2cn(C[C@H]3CC[C@@H]([C@@H]4CC[C@H](Cn5cc(-c6ccccc6)nn5)O4)O3)nn2)cc1	2.0	-11	-6	1	-3	3	3.0	-4	-12	1
CC(=O)N(CCc1ccccc1)Cc1cc2ccc(C)c(C)c2[nH]c1=O	0.0	-12	-3	-2	-4	0	1.4	21	0	10

Following part.
SMILES	OPRM1-OPRD1 ag	Cardiac RTF inh	CAL-PDZ inh HTS	HTR5A ag	Keap1 Nrf2 FP	V-ATPase pH	LANA DNA inh	HTR5A inv ctr	MOR-DOR inv ag	cardiac RTF act
O=C(Cc1ccc([N+](=O)[O-])cc1)NCc1ccncc1	-3.4	-3	-1	1	-7	-4	-0.4	-2	17	2
CC(C#Cc1ccc2c(c1)COc1c3ccccc3nn1-2)OC(C)(C)C (configuration not stated)	1.5	-11	-4	-3	2	-2	8.5	7	-8	8
COc1ccc(OC)c(N=CC2=C(O)CC(C)(C)CC2=O)c1	3.7	-4	1	5	0	1	-2.8	-14	-23	7
O=C(NCc1cccs1)C1CC(O)CN1C(=O)Nc1ccccc1 (configuration not stated)	-1.9	7	-5	8	-1	1	0.6	-20	10	-7
Cc1ccc(CNC(=O)C(CCC(N)=O)NC(=O)OCc2ccccc2)cc1 (configuration not stated)	-2.1	-5	9	0	-5	-3	-0.5	-1	13	-3
CCN(C(=O)COC(=O)C1CCN(S(=O)(=O)c2ccc3c(c2)OCCO3)CC1)C1CCCCC1	-3.4	4	-5	7	-2	1	-2.9	2	16	-7
O=C(C1=C(O)C(=O)N(CCN2CCOCC2)C1c1cccc(O)c1)c1cc2ccccc2o1 (configuration not stated)	-1.9	-10	-3	3	2	-3	0.1	-5	11	-2
CC1Sc2ccc(C(=O)NCc3ccccc3Cl)cc2NC1=O (configuration not stated)	-0.2	-6	2	6	1	-3	0.4	-15	1	0
CCCN(CCO)Cc1ccc(F)c(Br)c1	0.6	-2	-3	-3	-1	-2	1.1	7	-4	2
CC(=O)Nc1nc(CCN2C(=O)c3ccccc3C2=O)cs1	-3.3	-2	-6	-1	-4	-3	1.0	22	15	-4
COc1cc(OC)c2c(c1C(CCN1CCOCC1)c1ccc(N(C)C)cc1)OC(=O)CC2c1ccc(N(C)C)cc1 (configuration not stated)	-2.4	-12	1	-1	-4	-5	-1.6	-12	13	-3
COc1cccc(NC(=O)CCc2nnc3ccc(N4CCN(c5cccc(OC)c5)CC4)nn23)c1	1.0	-2	3	2	5	-1	-2.6	2	-5	2
CSc1ccccc1NC(=O)CN1c2ccccc2CC1C (configuration not stated)	3.3	-1	·	0	-4	0	0.0	24	-17	0
Cc1ccccc1CC(=O)Nc1cc(C(C)(C)C)on1	0.2	-15	-10	1	4	2	1.2	-2	-1	0
CC(C)C1COS(=O)(=O)NC1CC(=O)SC(C)(C)C (configuration not stated)	0.4	-2	1	3	-9	5	-0.8	-8	-2	12
O=C(CCC(=O)c1cccs1)OCc1nnc(-c2ccccc2)o1	-2.6	3	3	-1	-3	4	-1.8	-15	14	2
CCc1ccc(C(=O)NNC(=O)CCN2CCN(Cc3ccccc3)CC2)cc1	-0.8	-8	·	2	-2	2	-2.3	-7	4	15
CCCCn1c(N)c(N(CCC(C)C)C(=O)C2CC(=O)N(c3ccc(OC)cc3OC)C2)c(=O)[nH]c1=O (configuration not stated)	-4.0	-5	6	3	·	-2	·	-8	21	-6
CCC1(c2ccccc2)NC(=S)N(c2cccc(C)c2C)N1 (configuration not stated)	0.3	1	-6	1	2	-1	0.0	-3	-2	2
CC(C)CCn1c(SCCN2CCOCC2)nc2c1c(=O)[nH]c(=O)n2C	-1.3	1	-4	0	-3	-3	0.2	2	7	-3
CSc1ccccc1NC(=O)CSCc1nc2sc(C)c(C)c2c(=O)[nH]1	-3.3	-5	-4	-2	-2	4	1.2	6	18	-2
COc1ccc(C(CNC(=O)c2ccc(C)c(S(=O)(=O)Nc3ccccc3OC)c2)N2CCCC2)cc1 (configuration not stated)	-1.6	-7	1	0	-5	-2	-1.7	19	9	0
Cc1ccc(S(=O)(=O)C2(C(=O)NCc3ccccc3Cl)CC2)cc1	-1.3	0	-4	6	3	2	-0.1	-15	7	-5
COc1ccc(Cl)cc1NS(=O)(=O)c1cccc(C(=O)NCC(c2ccco2)N2CCCC2)c1 (configuration not stated)	-1.5	-6	2	6	·	0	·	-17	8	2
COC(=O)c1c(NC(=O)/C=C/C(=O)O)sc(Cc2ccccc2)c1C	-2.5	5	-5	-2	1	0	-0.5	-23	13	-1
CN(C(=O)CSc1nnc(-c2ccccc2)o1)c1c(N)n(Cc2ccccc2)c(=O)[nH]c1=O	-1.4	3	3	-2	-4	-2	1.5	5	7	2
O=C(NCc1ccc2c(c1)OCO2)C(=O)NC1CCCCC1	0.7	-10	-4	-2	-1	-2	0.7	13	-3	1
O=C(NNC(=O)c1cccc2ccccc12)c1ccc(F)cc1	0.3	1	-1	0	-8	7	-2.1	-2	-1	-3
Cc1n[nH]c(=O)c2c(NC(=O)CSc3nncs3)oc(C)c12	-0.8	-5	·	0	2	-1	0.3	0	5	-9
CCOc1ccccc1Nc1cc2n(c(=O)n1)CCc1cc(OC)c(OC)cc1-2	-1.2	-10	-4	6	-4	5	-0.6	-20	6	7
Cc1csc(SCC(=O)Nc2ccc3c(c2)OCCO3)n1	-1.2	-3	-2	-2	-3	0	0.6	6	6	4
COc1ccc(-c2nnn(CC(=O)N(CC(=O)NC3CCCC3)c3ccccc3)n2)cc1OC	-1.0	-4	1	7	4	-1	-1.9	-18	5	1
c1ccc(COC(CN2CCCCCC2)CN2CCCCCC2)cc1	-0.5	-5	-1	0	-5	0	-1.0	-1	2	6
